BLM helicase inh: inhibitors of human Bloom syndrome helicase BLM. AID 2528. Potency, µM (series often up to 56.1 µM), without a hit: top-dose activity change, negative = inhibition, actives largely listed as inhibitors. recombinant BLM DNA unwinding, fluorescence dequenching. 0.2% of 350,000 active;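 note: plate controls were vehicle for no effect and no enzyme for full effect; nearly all actives have a fitted effect of over 35% in size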
JMJD2A Tudor inh: blocks the human JMJD2A Tudor domain; O75164; AlphaScreen JMJD2A-Tudor / H3K4me3 peptide binding; Potency, µM (titrated, usually from 114 µM), for inactives: at the top dose activity change, negative = inhibition, most hits filed as inhibitors; 4.4% of 390,000 active; AID 504339; note: % is set by controls: 0 for no effect and ±100 for the full control effect; nearly all actives have a fitted effect of over 50% in size
HP1b binding inh: HP1-beta chromodomain-methylated histone interaction inhibition. Potency, µM (titrated, usually from 114 µM), without a hit: at the top dose activity change, negative = inhibition, most hits filed as inhibitors. AlphaScreen HP1-beta / biotin-H3K9me3 peptide binding. 0.56% of 390,000 active; note: nearly all actives have a fitted effect of over 70% in size; inactives centre near 23
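HP1-beta protein (50 nM final) preincubated 30 min at room temperature with biotinylated H3(1-18)K9me3 peptide (50 nM) in PBS pH 7.4, 0.01% Tween-20, then compound added for 30 min. AlphaScreen streptavidin donor/nickel chelate acceptor beads (10 ug/mL final), 30 min dark, luminescence read.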
Pin1 inh: inhibitors of human Pin1. Pin1 FP peptide displacement, HiFluor488, 10 min. Potency, µM (doses to about 115 µM), inactives show top-dose activity, negative = inhibition, actives largely listed as inhibitors. 0.009% of 390,000 active. AID 504891; active = well fitted inhibition curve with a large enough effect in the polarisation, with a control signal flat, not every such curve was filed as active; inconclusive = small, poorly fitted or top-dose-only effect, or effect the other way, or a change in a side signal; inactive = no such curve, though single readings can be large or run the other way; the % refers to the polarisation; note: % is set by controls: 0 for no effect and ±100 for the full control effect
BAZ2B block: BAZ2B (human) inhibition; AID 504333; 4.4% of 360,000 active; Q9UIF8; AlphaScreen BAZ2B-H3K14Ac peptide displacement; Potency, µM (series often up to 114 µM), without a hit: top-dose activity change, negative = inhibition, hits mostly inhibitors; note: % is set by controls: 0 for no effect and ±100 for the full control effect; nearly all actives have a fitted effect of over 60% in size
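AlphaScreen luminescence quantifies BAZ2B engagement of H3K14Ac peptide; the protein and biotinylated peptide are both at 50 nM final, buffer PBS pH 7.4 with 0.01% Tween-20, all steps at room temperature.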
PGK inhibitor: blocks T. brucei phosphoglycerate kinase. P07378. Potency, µM (doses to about 57.5 µM), for the others: at the highest dose activity change, negative = inhibition, hits mostly inhibitors. PGK/GAPDH coupled, Kinase-Glo luminescence, 60 min. AID 602233. 0.043% of 380,000 active; note: % is set by controls: 0 for no effect and ±100 for the full control effect; nearly all actives have a fitted effect of over 60% in size
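Recombinant glycosomal PGK reaction used 1,3-bisphosphoglycerate generated in-well by GAPDH (100nM final) in 100mM TEA pH 7.6, 5mM MgCl2, 0.01% Tween-20. After 60 minutes at room temperature, ATP was read by Kinase-Glo Plus luminescence end-point.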
POLI inh: DNA polymerase iota (human) inhibition; Q9UNA4; 1% of 390,000 active; Potency, µM (top dose mostly 115 µM), for the others: at the highest dose activity, negative = inhibition, most hits filed as inhibitors; Pol iota fluorescent replication assay, 10 min; AID 588590
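Pol iota at 10 nM preincubated 15 min with compounds at room temperature; reaction started with fluorescent substrate, 50 nM final. Fluorescence read kinetically at 0 and 10 min; buffer-only wells as negative control.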
GLS inhibitor: inhibitors of human glutaminase (GLS); O94925; GLS enzymatic activity, qHTS titration; Potency, µM (highest dose often 45.5 µM), inactives show at the top dose activity change, negative = inhibition, actives largely listed as inhibitors; 0.21% of 410,000 active; AID 624170; note: % is set by controls: 0 for no effect and ±100 for the full control effect
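Compounds were pin-transferred onto hKGA, after which L-glutamine (1 mM solution) and a detection mix of glutamate oxidase, HRP and Amplex Red were added. Initial and 30 min RT fluorescence reads were collected.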
G9a inh: G9a (human) methyltransferase inhibition. G9a H3K9 monomethylation, AlphaScreen, 2 h. Potency, µM (doses to about 102 µM), without a hit: top-dose activity, negative = inhibition, usual class: inhibitors. 8.8% of 350,000 active. AID 504332; note: % is set by controls: 0 for no effect and ±100 for the full control effect; nearly all actives have a fitted effect of over 75% in size
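Compounds were preincubated with 20 nM G9a for 15 min, after which biotinylated H3K9 peptide (500 nM) and SAM (20 uM) started a 2 h room-temperature reaction. Monomethylated product was quantified by antibody-based AlphaScreen chemiluminescence.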
Starred values were filed as active, the others as inactive; i = inactive; ? = inconclusive; · = not tested or not shown; & = joins results of further samples; [ ] = dose if it differs, or a comment. Unless noted, calls come from the whole dose curve; as a rule, active = well fitted curve in the direction sought with a large enough effect; inconclusive = small, poorly fitted or top-dose-only effect, or another doubt; inactive = no such curve, though single readings can be large; an effect the other way counts as inactive or inconclusive. Potency is the fitted concentration of half-maximal effect. Some of the compounds tested. The share of hits here may be higher or lower than overall.

SMILES	BLM helicase inh	JMJD2A Tudor inh	HP1b binding inh	Pin1 inh	BAZ2B block	PGK inhibitor	POLI inh	GLS inhibitor	G9a inh
CC(C)NC(=O)COC(=O)/C=C/c1ccc(F)cc1	-1%	-4%	19%	1%	-4%	-9%	15%	-2%	0%[59 µM]
Fc1ccc(/C=N/N2CCN(Cc3ccccc3)CC2)cc1	-2%	?	?	?	45µM*	-3%	92%[activator]	-17%	79µM*
CC1CC(C)CN(C/C=C/c2ccccc2[N+](=O)[O-])C1 (configuration not stated)	-2%	-25%	6%	-2%	-6%	i	-14%[58.9 µM]	3%	50µM*
CC(C)(C)NC(=O)CN(Cc1cccs1)C(=O)CNS(=O)(=O)c1ccccc1	-3%	49%[activator]	33%[activator]	-3%	3%	-3%	15%	-4%	8%[2.33 µM]
CCOC(=O)c1c(-c2cccs2)csc1NC(=O)CC(C)C	1%	77%[activator]	153%	?	36%[activator]	-6%	16%	-5%	19%[12.7 µM]
COCCNC(=O)C(c1ccc(O)cc1)N(Cc1ccccc1)C(=O)CCC(=O)Nc1nccs1 (configuration not stated)	0%	-10%	36%	-11%	-11%	-1%	57%[activator]	-4%	2%
O=C(/C=C/NNC(=O)c1ccc(Cl)cc1)c1ccccc1	-5%	?	10%	6%	?	0%	24%	9%	?
COc1c([N+](=O)[O-])c(=O)n(-c2ccccc2)c2ccccc12	-8%	-16%	26%	-2%	-25%	-1%	24%	7%	?
Cc1nc2c(C(=O)NCCc3ccc(Cl)cc3)cnn2c(C)c1Cc1ccc(F)cc1	-7%	-24%	27%	7%	7%	-2%	-17%	-10%	3%[59 µM]
COc1ccc(OCc2nc3c4cc(OC)c(OC)cc4nc(=S)n3[nH]2)cc1	2%	-20%	34%[activator]	4%	10%	-3%	-5%	?	1µM*
COc1ccccc1CNC(=O)Cn1nnc(-c2ccncc2)n1	-2%	-3%	18%	10%	-29%	-5%	-10%	-11%	53%[activator][12.7 µM]
CCOc1cc(CNCCc2ccc(S(N)(=O)=O)cc2)ccc1OCc1ccc(Cl)cc1	4%	-21%	10%	2%	4%[57.1 µM]	-5%	2%	-2%	10%
O=C(Nc1ccccc1Cl)c1c(F)c(F)c(F)c(F)c1F	·	-1%	28%	-7%	·	-11%	17%	-7%	·
O=C(NCc1cccc(Cl)c1)c1ccc(CS(=O)Cc2ccccc2Cl)o1 (configuration not stated)	-2%&-5%	-26%&-7%	39%&36%	0%&0%	-20%&-12%	0%&-7%	18%&9%	-4%&4%	18%
COc1ccc2[nH]c(=O)c(CN(CC3CCCO3)C(=O)Nc3ccc(F)cc3)cc2c1 (configuration not stated)	-7%	-10%	16%	-2%	10%	-7%	11%	20%	9%[59 µM]
O=C(CCCOc1ccccc1)Nc1ccc(Cl)cn1	2%	-5%	19%	0%	-11%	-6%	26%	-9%	1%

Source: PubChem BioAssay (National Center for Advancing Translational Sciences (NCATS))
